# MrgX1 agonist – human MrgX1 receptor agonism, primary screen. AID 588627. 310,000 compounds, 0.44% hits. Q96LB2. B-score at 10 µM. MrgX1-HEK293 cells, Fluo-4 calcium fluorescence, agonist mode; stronger effect = higher value;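 active means calcium response B-score plate-corrected fluorescence ratio at least 3 library SD, with starting fluorescence B-score inside 5 SD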
#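 Test system: HEK293 cells stably expressing human MrgX1 receptor; amount: 15,000 cells per well; doses: compound delivered in addition one of three; times: overnight plating before 1 h dye loading; detection: Fluo-4 NW calcium-flux fluorescence, kinetic read; read-out basis: B-scored fluorescence response ratio; controls: positive and negative controls per plate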
# TRPC4 inh – inhibitors of mouse TRPC4 channel. B-score at 10 µM. Q9QUQ5. HEK293 TRPC4beta/mu-opioid, DAMGO-evoked Fluo4 calcium flux; stronger effect = lower value. 300,000 compounds, 0.39% hits;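 active means B-score over 3 SD under the library average, no early fluorescence shift, positive overall ratio signal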
# Target sequence (Q9QUQ5 whole entry, looked up): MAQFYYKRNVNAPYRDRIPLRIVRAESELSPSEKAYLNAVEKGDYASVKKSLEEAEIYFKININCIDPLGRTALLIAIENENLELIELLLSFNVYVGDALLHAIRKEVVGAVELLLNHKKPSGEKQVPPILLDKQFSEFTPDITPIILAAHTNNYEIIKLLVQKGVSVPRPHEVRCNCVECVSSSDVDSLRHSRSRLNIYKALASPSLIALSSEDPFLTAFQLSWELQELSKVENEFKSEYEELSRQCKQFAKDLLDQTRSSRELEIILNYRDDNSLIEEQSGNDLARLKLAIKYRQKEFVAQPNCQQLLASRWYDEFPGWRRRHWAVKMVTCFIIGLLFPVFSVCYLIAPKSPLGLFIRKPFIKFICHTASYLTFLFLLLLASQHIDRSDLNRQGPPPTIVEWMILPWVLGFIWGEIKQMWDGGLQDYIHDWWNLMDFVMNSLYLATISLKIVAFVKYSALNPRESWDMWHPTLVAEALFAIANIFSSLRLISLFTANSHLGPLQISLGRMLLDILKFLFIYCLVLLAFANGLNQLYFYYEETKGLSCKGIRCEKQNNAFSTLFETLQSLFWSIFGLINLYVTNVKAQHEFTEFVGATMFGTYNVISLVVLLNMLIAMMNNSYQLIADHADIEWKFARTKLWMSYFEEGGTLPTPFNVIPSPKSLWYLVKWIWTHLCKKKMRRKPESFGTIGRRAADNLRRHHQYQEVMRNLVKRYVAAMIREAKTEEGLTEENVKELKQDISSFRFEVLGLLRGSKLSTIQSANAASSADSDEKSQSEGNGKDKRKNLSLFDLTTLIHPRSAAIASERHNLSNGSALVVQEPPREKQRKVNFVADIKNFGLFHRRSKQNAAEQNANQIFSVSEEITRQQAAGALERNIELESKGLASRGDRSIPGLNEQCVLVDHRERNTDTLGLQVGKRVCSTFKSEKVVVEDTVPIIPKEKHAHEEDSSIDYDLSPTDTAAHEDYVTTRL
#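 Material: HEK293 cells with stable TRPC4beta plus mu-opioid receptor expression; probe or stimulus: DAMGO in two steps, submaximal then maximal; technique: Fluo4 calcium fluorescence by kinetic imaging, 5 s 1 Hz baseline; measure: integrated fluorescence ratio relative to baseline, converted to per-well B score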
# Platelet DG rel – modulates dense granule release in human platelets; human platelet-rich plasma, SFLLRN dense granule ATP release, luminescence; 300,000 compounds, 0.22% hits; inhibition, %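 (compounds screened at 7.5 µM in platelet-rich plasma)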; AID 1663;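 active means mean replicate score, as percent of positive control, at or above 50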
# TRPC6 inh – mouse TRPC6 channel inhibition; Q61143; HEK293-TRPC6, membrane potential dye, ACh-evoked depolarization; stronger effect = lower value; B-score at 10 µM; 310,000 compounds, 1.1% hits; AID 2553;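 active means B-score under library mean minus 3 SD, initial fluorescence not abnormally high, positive integrated signal ratio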;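 further: B-score derived from integrated fluorescence ratio over the kinetic read; more negative B-score means stronger inhibition of depolarization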
# MrgX1 antag – antagonists of human MrgX1 receptor; Q96LB2; MRGX1-HEK293 calcium flux, Fluo-4, BAM8-22 antagonism; stronger effect = lower value; B-score at 10 µM; 310,000 compounds, 1.3% hits; AID 588676;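 active means calcium-response B-score plate-corrected more than 3 library SD below zero, starting fluorescence within 5 deviations, no agonist response on first addition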;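 further: peak minus trough fluorescence over baseline after final BAM8-22 challenge near maximal dose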
# HIF act – HIF pathway transcriptional activation; U2OS HRE-luciferase reporter, luminescence; normalized: DMSO 0%, desferrioxamine 100%; activation, % at 7.5 µM (by protocol); 300,000 compounds, 0.32% hits; AID 1910;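 active means mean activation of at least 10% of the iron chelator positive control signal, with at least half of replicates also reaching 10%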
# MrgX1 PAM – allosterically activates human MrgX1 receptor signaling; Q96LB2; MrgX1-HEK293, Fluo-4 calcium flux, FDSS; stronger effect = higher value; B-score at 10 µM; 310,000 compounds, 0.63% hits; AID 588675;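 active means plate-corrected calcium response at least 3 library SD above typical, normal starting fluorescence, not activating the receptor alone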;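 further: compound read alongside a low EC10 to EC30 dose of BAM8-22 agonist; peak minus trough fluorescence over baseline measured at the second addition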
# SKKanGAS inh – blocks kanamycin growth of S. pyogenes SKKanGAS strain. inhibition, % at 7.5 µM. BacTiter-Glo, 6 h. 300,000 compounds, 1.3% hits;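 active means mean replicate score, as percent of positive control median, at least 50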;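 further: strain carries kanamycin resistance gene driven by streptokinase promoter and grows in 40 µg/ml kanamycin; loss of luminescence reflects streptokinase promoter inhibition or plain growth inhibition; 0% = median of DMSO wells and 100% = positive control at its reference dose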
# RGS4 pot – RGS4 potentiation or activation. HEK293 M3R/inducible RGS4, carbachol calcium flux Fluo4; stronger effect = lower value. B-score at 10 µM. 310,000 compounds, 0.92% hits;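 active means B-score of the integrated calcium signal more than 4 SD below the library mean, with starting fluorescence not abnormally high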;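 further: negative B-score means reduced calcium response which marks RGS4 activation or potentiation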
#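 test system = M3R-expressing HEK293 line, RGS4 induced by doxycycline | probe or stimulus = carbachol at ECmax as muscarinic agonist stimulus | timing = dye loading 30 min 37 °C, buffer rest 30 min RT | signal = calcium dye Fluo4 fluorescence | evaluation = B score from integrated fluorescence ratio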
# TRPC6 act – activates the mouse TRPC6 cation channel; HEK293-TRPC6 membrane potential dye fluorescence; stronger effect = higher value; Q61143; B-score at 10 µM; 310,000 compounds, 0.13% hits;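 active means B-score of the integrated fluorescence ratio above library mean plus 3 SD, and starting fluorescence ratio within library mean plus 5 SD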;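 further: higher score means more depolarization so channel activation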
# RGS4 block – human RGS4 inhibition; 310,000 compounds, 0.45% hits; AID 463165; B-score at 10 µM; HEK293 M3R/RGS4 inducible, Fluo-4 calcium flux; stronger effect = higher value; triggered by carbachol at its EC20; P49798;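 active means B-score, a plate-corrected calcium signal, over three deviations above library mean, with baseline fluorescence within five deviations of library mean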;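 further: RGS4 expression induced by doxycycline in cells with stable M3 receptor; B-score is computed from the integrated fluorescence ratio over baseline after carbachol; higher B-score means a larger calcium signal and so more RGS4 inhibition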
# Starred values were filed as active, the others as inactive; i = inactive; / = not tested or not shown.
item	Compound	HIF act	MrgX1 agonist	MrgX1 antag	MrgX1 PAM	Platelet DG rel	TRPC6 act	RGS4 block	RGS4 pot	TRPC4 inh	TRPC6 inh	SKKanGAS inh
1	COc1ccc(C(CNC(=O)c2cc3ccccc3o2)N2CCCCC2)cc1 (centres undefined)	-0.3	i	i	i	-1.5	i	i	i	i	i	-2.1
2	COc1cccc(C(CC(=O)Nc2cccc3ccccc23)NC(=O)c2ccccc2)c1 (centres undefined)	-0.4	i	i	i	-16.3	i	i	i	i	i	-1.3
3	Nc1c(S(=O)(=O)c2ccccc2)cnc2c(-c3ccc(F)cc3)cnn12	-0.8	i	i	i	1.3	i	i	i	i	i	-13.7
4	CCN(CC)S(=O)(=O)c1ccc(N(C)C)c(NC(=O)CC(NC(C)=O)c2ccccc2)c1 (centres undefined)	-0.4	i	i	i	1.5	i	i	i	i	i	-4.3
5	O=[N+]([O-])c1cccc(N(CC2CO2)S(=O)(=O)c2ccccc2)c1 (centres undefined)	0.0	i	i	i	13.1	i	i	i	i	i	4.4
6	Cc1ccc(NC(=S)NC(=O)c2ccccc2)cc1NC(=S)NC(=O)c1ccccc1	7.6	i	i	i	-0.9	i	i	i	i	i	8.5
7	CC(C)NC(=O)c1nc2ccccc2s1	1.6	i	i	i	-1.7	i	i	i	i	i	-4.6
8	O=C1CC2(CCN(C(=O)COc3ccc(F)cc3)CC2)Oc2ccccc21	-0.1	i	i	i	14.6	i	i	i	i	i	4.8
9	COc1cccc(CN2CCN(Cc3nc(-c4cccc(F)c4F)oc3C)CC2=O)c1	0.0	i	i	i	8.7	i	i	i	i	i	-3.0
10	O=C(c1ccncc1)N1N=C(C2CC2)CC1(O)C(F)(F)F (centres undefined)	-0.2	i	i	i	5.8	i	i	i	i	i	-3.5
11	O=C1CCC[C@@H]2[C@H]3CCC[N+]4([O-])CCC[C@@H](CN12)[C@@H]34 (some centres undefined)	-44.5	i	i	i	-8.3	i	i	i	i	i	-0.5
12	COC(=O)c1ccc([C@H]2C=C(C(=O)O)O[C@@H](OCc3ccc(CO)cc3)C2)cc1	0.4	i	i	i	-0.7	i	i	i	i	i	-0.7
13	CCCCCCCCC1CC(C(=O)Nc2ccccc2)C(=O)O1 (centres undefined)	-0.2	i	i	i	2.3	i	i	i	i	i	14.7
14	O=C(NCCCc1ccccc1)c1ccc(-n2cncn2)c([N+](=O)[O-])c1	0.3	i	i	i	-1.4	i	i	i	i	i	-2.1
15	COc1cc(NC(=O)CN(C)S(=O)(=O)c2ccc3nc(C)sc3c2)cc(OC)c1	-0.1	i	i	i	8.6	i	i	i	i	i	4.9
16	COc1cccc2sc3ccc(NCCC4CCCN4C)cc3c(=O)c12 (centres undefined)	0.3	i	i	i	1.5	i	i	i	i	-6.81*	-1.3
17	CC1CCCN(C(=O)COc2ccc(-c3ccccc3)cc2)C1 (centres undefined)	0.8	i	i	i	12.5	i	i	i	i	-5.96*	-8.6
18	Cc1ccc(C)c(OCCCNC2CCCC2)c1C	0.5	i	i	i	3.8	i	i	i	i	i	8.7
19	Cc1c(C(=O)OCC(=O)Nc2ccc(N3CCOCC3)cc2)oc2ccccc12	0.0	i	i	i	-5.5	i	i	i	i	i	2.7
20	Cc1ccc(-c2nc(-c3cccnc3)no2)c(C)c1	3.0	i	i	i	0.4	i	i	i	i	i	-5.2
21	C=CCNC(=S)NNC(=O)c1cccnc1	0.1	i	i	i	-3.1	i	i	i	i	i	14.9
22	Cc1ccc(SCc2[nH]nc3c2C2(C(=O)Nc4ccc(F)cc42)C(C#N)=C(N)O3)cc1 (centres undefined)	-0.2	i	i	i	2.4	i	i	i	i	i	0.0
23	COc1ccc(C(=S)N2CCN(c3cccc(Cl)c3)CC2)c(OC)c1	2.0	i	i	i	-1.6	i	i	i	i	i	-1.6
24	COc1ccc(CC(=O)O)cc1O	0.5	i	i	i	-6.2	i	i	i	i	i	0.8
25	COCC(=O)N1CCC(Oc2ccc(C(=O)NC(C)c3nccs3)cc2)CC1 (centres undefined)	0.4	i	i	i	-3.1	i	i	i	i	i	-1.2
26	Cn1c(SCc2nc(-c3ccccc3)no2)nnc1-c1cccs1	0.3	i	i	i	-1.1	i	i	i	i	i	1.1
27	COc1cccc(-n2nc3c(-n4ncc(C#N)c4N)nnc(C)c3c2C)c1	-0.1	i	i	i	3.9	i	i	i	i	i	8.6
28	C=C(Cl)COC(=O)[C@H]1C2C=CC(C2)C1C(=O)O (some centres undefined)	0.1	i	i	i	-0.3	i	i	i	i	i	4.4
29	O=[N+]([O-])c1cccc(S(=O)(=O)N2CCCCC2c2cccnc2)c1 (centres undefined)	-0.3	i	i	i	-1.1	i	i	i	i	i	5.7
30	O=C(CSC1CCCCC1)N1CCN(c2ccccc2)CC1	0.7	i	i	i	0.3	i	i	i	i	i	11.7

# The list continues:
item	Compound	HIF act	MrgX1 agonist	MrgX1 antag	MrgX1 PAM	Platelet DG rel	TRPC6 act	RGS4 block	RGS4 pot	TRPC4 inh	TRPC6 inh	SKKanGAS inh
31	Oc1ccc(-c2nc3ccccc3nc2-c2ccccc2)cc1	-0.8	i	i	i	1.4	i	i	i	i	i	10.5
32	CCOC(=O)CCn1nc(-c2ccc(Cl)cc2)cc1N	0.5	i	i	i	0.4	i	i	i	i	i	0.3
33	Oc1ccccc1/C=N/n1c2ccccc2c2ccccc21	1.5	i	i	i	4.7	i	i	i	i	i	1.6
34	O=c1c(/C=N/OCc2ccc(Cl)cc2Cl)c[nH]n1-c1cccc(Cl)n1	-0.3	45*	i	i	23.0	i	i	i	i	i	9.2
35	O=C(NCc1ccccc1Cl)c1ccc(NC2=NC3CS(=O)(=O)CC3S2)cc1 (centres undefined)	0.1	i	i	i	-6.8	i	i	i	i	i	-2.2
36	CC1CCCC(NS(=O)(=O)c2cc3c(cc2Cl)NC(=O)CO3)C1C (centres undefined)	-0.2	i	i	21.4*	18.7	i	i	i	i	i	-9.9
37	O=C(C1CCN(S(=O)(=O)c2cnc[nH]2)CC1)N(CCc1ccccc1)Cc1ccccc1	0.7	i	i	i	11.0	i	i	i	i	i	0.7
38	Cc1ccc2c(CC(=O)NNC(=O)c3ccncc3)coc2c1	-0.6	i	i	i	21.6	i	i	i	i	i	-2.4
39	COc1cc(C(=O)NCCC(=O)NCCN2CCOCC2)cc(OC)c1OC	-0.5	i	i	i	-0.2	i	i	i	i	i	4.6
40	Cc1ccc(C)c(NC(=S)NC(NC(=O)Cc2ccccc2)C(Cl)(Cl)Cl)c1 (centres undefined)	0.1	i	i	i	10.0	i	i	i	i	i	26.8
41	Cc1nc(Nc2ccc(Cl)cc2)c2nnn(Cc3ccccc3)c2n1	-0.9	i	i	i	-4.9	i	i	i	i	i	3.1
42	Cc1ccc(-c2nnn(CC(=O)N(Cc3ccccc3)C(C(=O)NC3CCCC3)c3ccncc3)n2)o1 (centres undefined)	0.3	i	i	i	3.6	i	i	i	i	i	-6.4
43	CCSc1nnc(NC(=O)C(Cc2ccccc2)n2cccc2)s1 (centres undefined)	0.4	i	i	i	8.1	i	i	i	i	i	3.4
44	CC(=O)c1ccc(NC(=O)CN2C(=O)COc3ccc(Cl)cc32)cc1	0.0	i	i	i	1.4	i	i	i	i	i	-1.4
45	Cc1ccc(Cl)cc1N1CCN(C(=O)c2cc3c(=O)n(C)c4ccccc4c3n2C)CC1	-0.2	i	i	i	12.4	i	i	-7.17*	i	i	16.5
46	CC(C(=O)NC1CCCC1)N1CCN(Cc2ccccc2)CC1 (centres undefined)	0.7	i	i	i	0.8	i	i	i	i	i	9.9
47	COc1ccc(SCCN2CCN(CC(C)C)CCC2=O)cc1	0.0	i	i	i	-5.3	i	i	i	i	i	0.7
48	CCSc1n[nH]c(=O)[nH]c1=O	-0.3	i	i	i	1.4	i	i	i	i	i	-4.9
49	CCn1ncc(NC(=S)NCCc2ccccc2)c1C(N)=O	-0.4	i	i	i	-7.4	i	i	i	i	i	5.7
50	Cc1ccc(CNS(=O)(=O)c2c(C(=O)N3CCCCC3)c(C)n(C)c2C)o1	0.0	i	i	i	1.9	i	i	i	i	i	1.7
51	O=C(O)CCCn1cc(NC(=O)c2sc3ccccc3c2Cl)cn1	-0.1	i	i	i	-3.0	i	i	i	i	i	-3.3
52	C=CCn1c(=O)c2ccccc2n2c(SCC(C)=O)nnc12	-0.4	i	i	i	2.8	i	i	i	i	i	0.5
53	CCOc1ccc(S(=O)(=O)N2CCCC(C(=O)NCc3ccncc3)C2)cc1C (centres undefined)	0.3	i	i	i	-5.9	i	i	i	i	i	-3.6
54	CO/N=C/c1ccc(N2CCN(C(=O)c3cccc(C(F)(F)F)c3)CC2)c([N+](=O)[O-])c1	-0.1	i	i	i	0.5	i	i	i	i	i	10.3
55	Cc1cc(C)n(-c2ccc(C(=O)OCc3ccccc3)cc2)n1	0.2	i	i	i	6.2	i	i	i	i	i	-23.9
56	COc1cc2c(cc1OC)C(c1ccc(-c3ccccc3Cl)o1)=NCC2	/	i	i	i	4.9	i	i	i	i	-6.18*	1.6
57	O=C(C1=C[C@@H](C2CC2)C[C@@H](OCCCCO)O1)N1CCN(Cc2ccc3c(c2)OCO3)CC1	40.0*	i	i	i	2.0	i	i	i	i	i	-4.4
58	O=C(NCCc1ccccc1)c1ccc(=O)[nH]c1	0.3	i	i	i	-0.7	i	i	i	i	i	-2.2
59	Cc1ccc(NS(=O)(=O)c2cccc3cccnc23)c(Br)c1	0.5	i	i	i	-3.0	i	i	i	i	i	12.8
60	COc1cc([N+](=O)[O-])ccc1NC(=O)CCCOc1cccc(C)c1	2.7	i	i	i	1.1	i	i	i	i	i	-1.5
61	Cc1cccc(NC(=O)C23CCC(C)(C(=O)O2)C3(C)C)c1 (centres undefined)	-0.2	i	i	i	11.6	i	i	i	i	i	-3.1
62	N#Cc1c(-c2cccs2)nc(SCc2ccc(Cl)cc2)[nH]c1=O	-0.1	/	/	/	-0.6	i	i	i	-7*	i	-1.9
63	CC(C)CC(=O)N1CCC(O)(CS(=O)(=O)c2ccc(Cl)c(Cl)c2)CC1	-0.5	i	i	i	1.0	i	i	i	i	i	4.7
